High-throughput results (PubChem BioAssay)
RAD54 branch: inhibitors of human RAD54 branch migration, primary screen, biochemical, fluorescence, single point | hit rate 0.14% among 360,000 | DNA repair and recombination protein RAD54-like (Homo sapiens), Q92698 | RAD54 Holliday junction branch migration, FAM/BHQ fluorescence | AID 602329, 2012 | inhibition, % at 10.4 µM;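 active means mean normalized replicate activity at least 40 and at least half of replicates scoring 40 or more; inconclusive means only one of the two criteria met; inactive means mean below 40 and under half of replicates reaching 40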;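 further: 0% = median of neutral control wells and 100% = median of positive control wells; inhibitors cause a drop in the FAM fluorescence signal; in these data hits start at about 50%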
Xi reactivation: activators of inactive X chromosome reactivation, primary screen, imaging, XiGFP fibroblasts, GFP high-content imaging, set 2. XiGFP mouse fibroblasts, % GFP-positive cells imaging, 3 d; cells co-treated with 5-aza-dC sensitizer; scaled so ellipticine positive control = 100%. activation, % at 7.58 µM. hit rate 0.055% among 360,000. AID 743238, 2013;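 active means mean normalized replicate activation at least 10% and every replicate at or above 10%; inconclusive means only one of the two criteria met; inactive means mean below 10% and not all replicates reach 10%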;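 further: 0% = median of on-plate neutral control wells and 100% = ellipticine 6 µM median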
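System: XiGFP fibroblasts, SV40-immortalized. Medium: DMEM plus 5-aza-dC sensitizer. Doses: single point. Timing: 3 d treatment, 15 min room-temperature fixation. Control set: ellipticine 6 µM.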
RAD52 anneal inh: RAD52 DNA annealing inhibitors, primary screen, biochemical, FRET, single point, set 2; DNA repair protein RAD52 homolog (Homo sapiens), P43351; recombinant RAD52 DNA annealing, FRET fluorescence; inhibition, % at 18.7 µM; hit rate 0.46% among 360,000; AID 651710, 2012;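 active means every replicate showing at least 50% inhibition; inconclusive means mean inhibition at least 50% but not in every replicate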
Target sequence (P43351 whole entry, looked up): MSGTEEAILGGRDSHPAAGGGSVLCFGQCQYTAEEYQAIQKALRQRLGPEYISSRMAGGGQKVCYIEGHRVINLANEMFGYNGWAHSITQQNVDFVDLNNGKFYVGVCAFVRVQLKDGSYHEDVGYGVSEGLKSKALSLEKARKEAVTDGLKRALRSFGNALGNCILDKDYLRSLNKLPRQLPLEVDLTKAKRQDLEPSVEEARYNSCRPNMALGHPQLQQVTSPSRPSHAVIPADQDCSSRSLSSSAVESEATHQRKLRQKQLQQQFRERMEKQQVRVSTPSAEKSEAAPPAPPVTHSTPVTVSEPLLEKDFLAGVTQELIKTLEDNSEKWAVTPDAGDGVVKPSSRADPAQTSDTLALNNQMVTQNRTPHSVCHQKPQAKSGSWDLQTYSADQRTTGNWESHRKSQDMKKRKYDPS
Casp6 inh: human caspase-6 inhibitors, primary screen, biochemical, VEID-R110 fluorescence, single point, set 2. P55212. purified caspase-6, Z-VEID-R110 cleavage fluorescence. inhibition, % at 12.5 µM. hit rate 0.53% among 350,000;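 active means mean inhibition across replicates at least about 35%, with every replicate also reaching that limit, limit read from the data; inconclusive means only one of the two criteria met; inactive means neither criterion met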;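 further: 0% = median of neutral control wells and 100% = no fluorescence left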
Target sequence (P55212 24-179 limits assumed): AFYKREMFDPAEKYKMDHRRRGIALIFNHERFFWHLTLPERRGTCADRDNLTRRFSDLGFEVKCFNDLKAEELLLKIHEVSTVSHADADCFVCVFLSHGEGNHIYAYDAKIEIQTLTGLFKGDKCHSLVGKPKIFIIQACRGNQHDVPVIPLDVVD
Target sequence (P55212 194-293 limits assumed): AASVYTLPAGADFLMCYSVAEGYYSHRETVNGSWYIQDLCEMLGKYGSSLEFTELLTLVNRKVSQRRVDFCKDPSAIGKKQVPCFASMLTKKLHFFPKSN
DENV2 CPE rescue: inhibitors of DENV2 cytopathic effect, primary screen, cell-based, plate reader, single concentration | DENV2-infected cells, cytopathic effect rescue | CPE inhibition, % at 9.99 µM | hit rate 1.7% among 350,000; in the data active means CPE inhibition above about 20%, passing the limit was not always enough; inconclusive means no clear call, values can overlap the other calls; tested in BHK-21 cells;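 further: 0% = median of neutral control wells and 100% = median of positive control wells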
E-sel inducer: E-selectin induction in HUVECs, primary screen, imaging, HUVEC, immunofluorescence imaging, single point; hit rate 0.37% among 260,000; P16581; normalized: neutral wells 0, TNF-alpha wells 100; activation, % at 7.58 µM;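 active means mean E-selectin-positive cell signal at least 10% of the positive control, reached in at least 60% of replicates, without over 20% cell loss; inconclusive means no rule given, readout overlaps actives, possibly toxicity-flagged; inactive means the rest, including those meeting only one limit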;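 further: in these data hits start at about 27%; measured in HUVEC primary endothelial cells; signal is the percent of cells scored E-selectin positive by PE staining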
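Read-out: % PE-positive cells | Test system: HUVEC | Doses: One compound dose added by pin transfer | Buffer or medium: EGM-2 over gelatin coat | Signal: Immunofluorescence imaging | Benchmarks: TNF-alpha, DMSO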
F508del corr: F508del CFTR correction, initial screen, CFBE line, single point; CFBE cells, YFP halide quenching; stimulated with forskolin plus potentiator P3; % fluorescence drop versus neutral controls; activity (quench increase), % at 7.58 µM; hit rate 0.36% among 350,000;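 active means mean added fluorescence quench of at least 8% versus neutral control, with both replicates also reaching 8%; inconclusive means only one of the mean or replicate conditions met; inactive means mean below 8% and not both replicates reaching 8%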;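 further: cells transiently co-express mutant CFTR-F508del with the halide-sensitive YFP; corrector assay measuring rescue of mutant channel to the surface after 24 h compound exposure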
GSIS activator: GLuc luminescence reporter in INS-1E cells, primary screen for activators of glucose-dependent secretion of insulin | INS-1E GLuc reporter insulin secretion, 2-3 h | activation, % at 16.6 µM | hit rate 0.61% among 370,000;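 active means lowest replicate activation of at least 40%, so every replicate reaches that level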;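 further: 0% = median of neutral control wells and 100% = median of IBMX positive control wells; some compounds called inactive have numbers as strong as hits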
The depositor's hits bear a star; ? = inconclusive; · = no result given.

#	SMILES	RAD54 branch	Xi reactivation	RAD52 anneal inh	Casp6 inh
1	C/C=C/c1cnc2c(c1)C(=O)N([C@H](C)CO)C[C@H](C)[C@@H](CN(C)Cc1ccc(F)cc1)O2	9.7	-0.8	-7.5	-4.3
2	CCC(C)NC(=O)c1nn(C)c(=O)c2ccccc12 (stereo not given)	·	0.1	-21.6	-2.7
3	C[C@@H]1CCCCO[C@@H](CN(C)C(=O)Nc2ccc(C(F)(F)F)cc2)[C@H](C)CN([C@@H](C)CO)C(=O)c2cc(NC(=O)c3ccccc3)ccc2O1	-7.2	-1.2	14.7	-2.7
4	O=c1[nH]c(Nc2ccc3c(c2)OCCO3)nnc1Cc1ccc(Cl)cc1	6.1	0.0	-5.3	-0.7
5	CCN1C(=NCCCOC(C)C)N[C@@H](c2ccccc2)[C@H](C(=O)OC)[C@H]1C	8.5	0.0	0.1	-6.3
6	COc1ccccc1Oc1ccc(NC(=O)c2ccccc2C)cc1	·	0.4	2.6	-1.0
7	CCn1c2ccccc2c2cc(CNCc3ccc(OC)cc3OC)ccc21	·	0.1	49.6	5.8
8	CC(C)CCn1cnc2c1c(=O)[nH]c(=O)n2Cc1ccccc1	-7.3	0.0	-2.9	0.3
9	COc1ccc(NC(=O)N[C@H]2CC[C@H](CC(=O)NC3CCCCC3)O[C@@H]2CO)cc1	-3.4	0.1	-12.2	-2.4
10	CNC[C@@H]1Oc2c(NC(=O)c3nc4ccccc4s3)cccc2C(=O)N([C@H](C)CO)C[C@H]1C	8.7	0.7	-11.3	-1.2
11	COc1ccc(S(=O)(=O)N(C)C[C@@H]2OCCCC[C@@H](C)Oc3ccc(NS(=O)(=O)c4ccc(Cl)cc4)cc3C(=O)N([C@@H](C)CO)C[C@H]2C)cc1	·	0.1	5.5	0.7
12	Cc1ccccc1NC(=O)c1cccc(NC(=O)c2ccccc2C(=O)O)c1	·	-0.1	-6.9	1.6

#	DENV2 CPE rescue	E-sel inducer	F508del corr	GSIS activator
1	-3.1	-0.2	0.0	0.9
2	0.3	·	0.5	-8.3
3	2.0	-0.1	0.1	8.2
4	5.4	·	-1.3	2.9
5	-11.0	0.1	-1.5	22.6
6	3.5	·	·	-19.2
7	-11.8	-0.1	-3.1	5.2
8	6.2	·	0.3	-4.3
9	-5.9	0.0	0.3	2.6
10	10.4	-0.1	-0.5	-5.7
11	-4.5	-0.1	-0.1	-7.8
12	-0.2	·	-1.7	8.3

Overlap with the part before: 2 entries, followed by the next part.
#	SMILES	RAD54 branch	Xi reactivation	RAD52 anneal inh	Casp6 inh
11	COc1ccc(S(=O)(=O)N(C)C[C@@H]2OCCCC[C@@H](C)Oc3ccc(NS(=O)(=O)c4ccc(Cl)cc4)cc3C(=O)N([C@@H](C)CO)C[C@H]2C)cc1	·	0.1	5.5	0.7
12	Cc1ccccc1NC(=O)c1cccc(NC(=O)c2ccccc2C(=O)O)c1	·	-0.1	-6.9	1.6
13	CCN1CCN(CCCNC(=O)c2cn(CCOC)c(=O)c3c2c2ccccc2n3C)CC1	-8.2	·	-4.3	-8.0
14	N#C[C@H]1[C@@H](c2ccccc2-c2cccc(F)c2)[C@@H](CO)N1C(=O)C1CCCCC1	·	0.1	-3.8	1.4
15	O=C(c1ccccc1)N1C[C@@H]2[C@H](c3ccccc31)[C@H](CO)N2C(=O)Nc1ccccc1Cl	11.3	0.1	12.1	0.0
16	CCOc1cc(CNCC(O)c2ccccc2)cc(Cl)c1OC (stereo not given)	-1.1	0.1	-7.0	-2.1
17	CCN(CC)CCN(C(=O)c1ccc2ccccc2c1)c1nc2ccc(OC)cc2s1	-7.8	0.0	-8.2	-6.8
18	Cc1cc(N2CCN(C)CC2)ccc1NC(=O)c1cccc(S(=O)(=O)N2CCc3ccccc3C2)c1	12.4	1.0	-7.4	-9.5
19	COc1ccc(NC(=O)Nc2ccc3c(c2)CC(=O)N([C@H](C)CO)C[C@@H](C)[C@H](CN(C)S(=O)(=O)c2ccc(C)cc2)O3)cc1	·	0.0	-1.2	-1.1
20	CC(=O)c1ccc(NC(=O)CCNS(=O)(=O)c2cc(Br)cnc2N)cc1	-13.4	0.0	-7.6	2.0
21	O=C(NCC(F)(F)F)[C@@H]1[C@@H](CO)[C@@H]2Cn3c(cccc3=O)[C@@H]2N1C(=O)c1ccccc1F	-1.0	0.5	2.0	-1.7
22	COCc1cn(CC[C@@H]2CC[C@H](NC(=O)Cc3cccnc3)[C@@H](CO)O2)nn1	0.6	0.5	-0.1	-0.2
23	C[C@@H]1CN([C@@H](C)CO)C(=O)c2cc(NC(=O)Nc3ccc4c(c3)OCO4)ccc2O[C@@H](C)CCCCO[C@@H]1CN(C)S(=O)(=O)c1ccc(F)cc1	0.7	0.3	-6.6	2.1
24	O=C(NCC1CC1)[C@H]1[C@H](CO)[C@H]2Cn3c(ccc(-c4ccc(F)cc4)c3=O)[C@@H]1N2	3.1	-0.1	4.2	-4.1

#	DENV2 CPE rescue	E-sel inducer	F508del corr	GSIS activator
11	-4.5	-0.1	-0.1	-7.8
12	-0.2	·	-1.7	8.3
13	-1.6	·	-1.9	6.1
14	11.3	-0.2	2.3	-7.6
15	0.8	0.1	0.3	-1.6
16	7.1	·	5.2	9.5
17	-2.2	-0.1	0.8	-66.4
18	0.6	-1.6	-1.9	7.5
19	34.3*	1.5	-0.2	0.8
20	15.0	0.4	2.1	-8.6
21	14.0	0.0	·	-12.6
22	-0.5	0.6	-1.2	1.2
23	0.9	0.3	-3.4	-3.3
24	-0.2	0.1	-3.9	7.1

Next entries follow:
#	SMILES	RAD54 branch	Xi reactivation	RAD52 anneal inh	Casp6 inh
25	CC(=O)OCC(COC(C)=O)OC(C)=O	-3.1	0.2	2.1	-2.1
26	O=C(CNCc1ccccc1Cl)NCc1ccco1	·	0.2	-8.3	3.4
27	CC=Cc1ccc2n(c1=O)C[C@H]1[C@H](CO)[C@@H](C(=O)NCCC)[C@@H]2N1C(=O)C1CCCC1 (mixture of isomers)	-4.5	-0.1	4.9	0.7
28	O=C(C[C@@H]1CC[C@@H]2[C@H](COC[C@H](O)CN2Cc2ccccc2F)O1)NC1CCC1	-15.9	0.4	·	·
29	CO[C@@H]1CN(C)C(=O)c2ccc(NC(=O)c3ccc4c(c3)OCO4)cc2OC[C@@H](C)NC[C@@H]1C	-0.3	0.4	-3.3	-0.5
30	COc1cc(/C=C/c2nnc3c4ccccc4ncn23)cc(OC)c1OC	·	0.7	-16.9	4.1
31	COc1ccccc1C(=O)N1CCCC(C)(C(=O)NS(=O)(=O)C2CC2)C1 (stereo not given)	1.8	0.0	-25.9	-3.2
32	C[C@@H]1CN([C@H](C)CO)C(=O)c2cc(NS(=O)(=O)c3ccccc3)ccc2O[C@@H]1CN(C)S(C)(=O)=O	-4.0	0.3	-4.4	-3.9
33	FC(F)(F)c1cc(-c2ccccc2)nc(NCc2cccs2)n1	0.7	-0.1	-29.4	0.5
34	COc1ccc2[nH]c3c(c2c1)CCN1C(=O)N([C@@H](C)C(=O)NCCc2ccc(F)cc2)C(=O)[C@]31C	-4.0	·	-45.8	-0.3
35	Cc1ccc(C(=O)NNC(=O)Cc2ccccc2)cc1	1.3	·	0.4	2.0
36	O=C(NC1Cc2ccccc2C1)[C@@H]1N[C@@H]2c3ccc(C4=CCCCC4)c(=O)n3C[C@@H]2[C@H]1CO	-0.2	0.5	-32.6	-0.3
37	COc1cc(Cl)c(C)cc1NC(=O)CCNC(=O)c1ccco1	-3.6	0.1	-12.7	-1.0

#	DENV2 CPE rescue	E-sel inducer	F508del corr	GSIS activator
25	0.6	-0.1	-3.2	17.6
26	13.1	·	1.7	5.1
27	5.4	0.3	-2.0	7.4
28	7.5	0.3	-1.1	3.0
29	4.4	0.1	-2.6	5.6
30	·	-0.6	·	25.7
31	-1.0	·	-1.9	·
32	-1.8	0.3	0.5	13.8
33	?	-1.0	0.0	15.2
34	16.5	·	2.4	2.6
35	·	·	·	12.2
36	-5.8	0.1	0.4	6.2
37	-6.4	0.1	1.1	-2.0

Whole records as entered above:
Results for COc1ccc2[nH]c3c(c2c1)CCN1C(=O)N([C@@H](C)C(=O)NCCc2ccc(F)cc2)C(=O)[C@]31C → RAD54 branch = -4.0; Xi reactivation = ·; RAD52 anneal inh = -45.8; Casp6 inh = -0.3; DENV2 CPE rescue = 16.5; E-sel inducer = ·; F508del corr = 2.4; GSIS activator = 2.6
Results for CC=Cc1ccc2n(c1=O)C[C@H]1[C@H](CO)[C@@H](C(=O)NCCC)[C@@H]2N1C(=O)C1CCCC1 (mixture of isomers) → RAD54 branch = -4.5; Xi reactivation = -0.1; RAD52 anneal inh = 4.9; Casp6 inh = 0.7; DENV2 CPE rescue = 5.4; E-sel inducer = 0.3; F508del corr = -2.0; GSIS activator = 7.4
